3CLpro inhibitor: SARS-CoV 3CLpro protease inhibition | 0.14% of 290,000 active | P0C6X7 | inhibition, % at 6 µM | recombinant SARS-CoV 3CLpro, quenched FRET peptide cleavage; in the data active = inhibition above about 12%
Rv3671c protease: inhibitors of M. tuberculosis serine protease Rv3671c. inhibition, % at 5.96 µM. 0.048% of 320,000 active; in the data active = inhibition above about 38%;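 also: extracellular domain of Rv3671c used as enzyme; 0% = enzyme with DMSO and 100% = no enzyme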
Target sequence (P9WHR9 whole entry, looked up, the tested form may be a part): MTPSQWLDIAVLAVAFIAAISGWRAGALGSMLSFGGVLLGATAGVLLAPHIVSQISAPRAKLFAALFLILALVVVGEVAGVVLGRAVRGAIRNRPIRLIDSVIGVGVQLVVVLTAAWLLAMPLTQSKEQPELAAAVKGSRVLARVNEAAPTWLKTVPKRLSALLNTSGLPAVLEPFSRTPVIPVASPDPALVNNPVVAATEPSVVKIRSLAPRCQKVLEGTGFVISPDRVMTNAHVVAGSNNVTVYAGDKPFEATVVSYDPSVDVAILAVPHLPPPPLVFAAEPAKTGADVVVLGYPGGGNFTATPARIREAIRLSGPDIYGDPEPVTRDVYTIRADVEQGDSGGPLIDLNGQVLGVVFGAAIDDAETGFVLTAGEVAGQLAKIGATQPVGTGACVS
Anthrax LF prot: inhibitors of Bacillus anthracis lethal factor protease | multiplex microsphere protease cleavage assay, LF | inhibition, % at 10 µM | 0.12% of 360,000 active | AID 588501; also: plate controls were buffer without enzyme for full effect and enzyme alone for no effect
DUSP3 inh: inhibitors of human VHR1 phosphatase (DUSP3); inhibition, % at 13.3 µM; 0.52% of 290,000 active; P51452; AID 1654; recombinant VHR phosphatase, pNPP absorbance; in the data active = inhibition above about 50%; also: some compounds called inactive have numbers as strong as hits
Target sequence (P51452 whole entry, looked up): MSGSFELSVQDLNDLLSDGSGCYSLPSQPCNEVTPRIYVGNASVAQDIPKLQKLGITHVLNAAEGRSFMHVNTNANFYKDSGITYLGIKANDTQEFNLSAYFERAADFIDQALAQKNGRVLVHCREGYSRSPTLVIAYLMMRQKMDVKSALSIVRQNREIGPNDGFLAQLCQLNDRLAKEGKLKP
MazF activator: increases E. coli MazEF RNase cleavage of RNA; FAM/BHQ RNA-DNA oligo cleavage fluorescence, 5 h; 0.32% of 350,000 active; AID 504720; activation, % at 20 µM; P0AE70; in the data active = activation above about 50%
Target sequence (P0AE70 whole entry, looked up): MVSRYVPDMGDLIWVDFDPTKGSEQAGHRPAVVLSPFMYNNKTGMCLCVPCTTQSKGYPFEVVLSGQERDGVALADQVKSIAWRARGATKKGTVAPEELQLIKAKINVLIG
PriA SSB inh: inhibitors of Klebsiella pneumoniae PriA binding to SSB C-terminal tail. AlphaScreen SSBct-PriA binding, biotinylated peptide. 0.6% of 430,000 active. inhibition, % at 33 µM; in the data active = inhibition mostly above about 37%, no sharp cut-off; inactive = mostly below about 20%;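 also: plate controls were negative control peptide for no effect and reference peptide for full effect; strong numbers were not always called active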
CCHF vOTU inh: CCHFV vOTU protease inhibition | inhibition, % at 11.5 µM | 0.55% of 370,000 active | AID 651958 | Pep-AMC fluorescence; in the data active = inhibition above about 30%; also: 0% = vehicle wells with enzyme and 100% = no enzyme wells
BoNT-A LC inh2: inhibitors of Botulinum neurotoxin A light chain protease; 0.17% of 360,000 active; multiplex microsphere protease substrate cleavage, flow cytometry; inhibition, % at 10 µM; also: plate controls were buffer without enzyme for full effect and enzyme alone for no effect
PrPC TRFRET: inhibitors of human cell surface prion protein PrPC | 0.43% of 370,000 active | inhibition, % at 13.8 µM | P04156 | TR-FRET read-out; in the data active = inhibition above about 24%; also: 0% = median of the test wells and 100% = reference compound wells
BoNT F protease: inhibitors of Botulinum neurotoxin F light chain protease; Multiplex microsphere protease cleavage assay, flow cytometry; inhibition, % at 10 µM; 0.22% of 360,000 active; in the data active = inhibition above about 35%, passing the limit was not always enough; inconclusive = no clear call, values can overlap the other calls; also: plate controls were buffer without enzyme for full effect and enzyme alone for no effect
Numbers without * were called inactive; ? = inconclusive; nt = no result given; & = joins results of further samples. Rule as the data show it, unless noted: active = inhibition above about 30%; inconclusive = no clear call, values can overlap the other calls; inactive = below that. Not all compounds are listed. The share of hits here may be higher or lower than overall.

SMILES	3CLpro inhibitor	Rv3671c protease	Anthrax LF prot	DUSP3 inh	MazF activator	PriA SSB inh	CCHF vOTU inh	BoNT-A LC inh2	PrPC TRFRET	BoNT F protease
Cc1nn(CC(=O)Nc2ccc(Cl)cn2)c(C)c1Br	0.3	-14.9	-0.4	-6.9	8.1	-3.7	21.1	0.0	6.7	1.7
Cc1ccc(C)c(OCc2cc(C(=O)N3CCc4sccc4C3)no2)c1	3.4	-8.4	-0.8	6.5	-3.1	-1.8	-1.4	-4.7	-1.8	-3.7
Cc1cc(C(=O)CSc2nc3ccccc3o2)c(C)n1CC1CCCO1 (centres undefined)	4.3	-4.0	-3.5	-2.0	-2.0	-27.6	-1.9	-0.8	6.3	-8.8
CC1CCC(NC(=O)COC(=O)c2n[nH]c(=O)c3ccccc23)CC1 (centres undefined)	nt	-2.6	-1.3	nt	4.8	-10.6	-4.0	-5.5	2.9	-15.4
Cc1cc(C)n(-c2nc3ccccc3c(=O)n2OCC(=O)N(C)C)n1	1.2	-3.6	-8.5	-2.0	0.7	-13.0	-3.6	-0.3	-4.5	-6.3
CCN(Cc1ccccc1)C(=O)C1CCN(C/C(C)=C/c2ccccc2)CC1	3.0	-5.3	-1.6	-2.5	-2.0	8.4	0.8	0.3	-10.2	0.8
O=C(Nc1ccc(C(=O)N2CCCCC2)cc1)C1=CSCCO1	2.9	3.6	-0.7	2.3	7.8	-2.4	14.1	0.1	-7.3	-6.1
CCOC(=O)c1ccc(Nc2cc3ccccc3c(=O)[nH]2)cc1	nt	-2.4	-5.4	nt	11.3	-4.0	94.2*	0.2	-2.6	-2.2
Cc1nnc(NC(=O)C2CCCN(S(=O)(=O)c3ccccc3C(F)(F)F)C2)s1 (centres undefined)	-8.4	-3.6	-0.3	-6.5	0.4	-12.8	11.1	-0.4	1.7	-0.5
CCC(c1nnnn1-c1ccc(OC)cc1)N1CCC(n2c(=O)[nH]c3ccccc32)CC1 (centres undefined)	nt	nt	-9.5	nt	nt	nt	-7.7	-0.5	7.9	-5.7

Some of the entries so far, as comma-separated lines.
SMILES,3CLpro inhibitor,Rv3671c protease,Anthrax LF prot,DUSP3 inh,MazF activator,PriA SSB inh,CCHF vOTU inh,BoNT-A LC inh2,PrPC TRFRET,BoNT F protease
Cc1cc(C)n(-c2nc3ccccc3c(=O)n2OCC(=O)N(C)C)n1,1.2,-3.6,-8.5,-2.0,0.7,-13.0,-3.6,-0.3,-4.5,-6.3
CCN(Cc1ccccc1)C(=O)C1CCN(C/C(C)=C/c2ccccc2)CC1,3.0,-5.3,-1.6,-2.5,-2.0,8.4,0.8,0.3,-10.2,0.8
O=C(Nc1ccc(C(=O)N2CCCCC2)cc1)C1=CSCCO1,2.9,3.6,-0.7,2.3,7.8,-2.4,14.1,0.1,-7.3,-6.1

(list continues)
SMILES	3CLpro inhibitor	Rv3671c protease	Anthrax LF prot	DUSP3 inh	MazF activator	PriA SSB inh	CCHF vOTU inh	BoNT-A LC inh2	PrPC TRFRET	BoNT F protease
O=C(Nc1ccccc1N1CCCC1)c1cc(Cl)ccc1Cl	-1.3	-5.9	-1.1	28.2	-7.9	-18.4	-6.9	0.0	4.3	1.3
CCC(=O)N1CCc2cc(S(=O)(=O)CCC(=O)N3CCN(c4ccc(Cl)cc4)CC3)ccc21	0.0	-13.0	-1.0	-1.9	-2.2	-5.7	-7.3	2.0	3.7	2.6
COC(=O)C1C(OC(=O)c2ccccc2)CC2CCC1N2C (centres undefined)	0.2	-10.4&-4.2	-1.4&-16.0	16.5	3.6&5.1	-10.0	-9.3&2.3	0.0&-0.2	0.3&-4.6	-5.1&-1.6
CCCCn1c(SCC(=O)NC2CCCC2)nc2ccccc2c1=O	nt	4.1	nt	nt	1.6	-3.6	-8.0	nt	-1.5	nt
Oc1ccc(Cl)cc1	nt	8.7	-2.0	nt	4.1	-5.2	-2.2	-0.7	-0.1	-10.0
COCCNC(=O)C(c1ccccc1)N(Cc1cccs1)C(=O)Cn1nnc2ccccc21 (centres undefined)	23.0*	1.0	-4.5	8.6	5.3	6.9	5.8	-0.9	4.0	-20.8
CCOC(=O)C1=CCN(S(=O)(=O)c2ccc(F)cc2)C1c1cccc(F)c1 (centres undefined)	nt	nt	-5.8	nt	nt	nt	1.4	0.6	7.5	15.1
O=C(/C=C/Nc1ccc(Br)cn1)c1cccc(OC(F)F)c1	nt	-7.6	-3.3	nt	-18.3	-18.9	-3.2	1.1	-2.5	-6.6
COc1cc(OC)cc(C(=O)Nn2cc(C(=O)Nc3c(F)cccc3F)c3ccccc3c2=O)c1	-2.3	-14.9	-0.3	-8.5	14.9	-6.2	8.2	3.2	-2.6	17.4
COc1ccc(-c2noc(N3CCCC(C(=O)Nc4ccc(F)cc4F)C3)n2)cc1 (centres undefined)	-3.3	-6.4	-9.7	33.1	-2.4	-10.7	5.8	-0.1	0.1	-12.0
COc1ccc(C(=O)N2C(=S)NC(=O)/C2=C\c2ccc(C)cc2)cc1	-0.8	-38.1	2.6	20.4	7.3	-6.5	6.0	0.1	-0.9	-2.6
C[C@@H]1CN([C@H](C)CO)C(=O)CCCn2cc(nn2)CO[C@H]1CN(C)C(=O)Nc1ccccc1F	nt	nt	-4.2	nt	-0.1	nt	-3.2	0.3	-5.0	1.9
COc1cccc(N2CCN(C(=O)c3nc4nc(C)cc(C)n4n3)CC2)c1	-1.1	4.3	0.0	18.4	-14.1	-16.7	-18.2	0.1	-6.3	-4.3
O=C(Nc1ccc2nc(-c3ccc(Br)o3)[nH]c2c1)c1ccco1	-6.2	-2.5	-2.4	29.7	11.6	-4.7	11.5	0.1	-3.1	-9.8
CC(=O)N1CCc2cc(Br)cc(S(=O)(=O)CCC(=O)Nc3c(C)n(C)n(-c4ccccc4)c3=O)c21	2.0	3.2	-6.7	-8.5	3.5	11.0	-0.2	0.5	-5.3	3.8
CCC(C)Nc1nc(Cl)nc(N(C#N)CN2C(=O)c3ccccc3S2(=O)=O)n1 (centres undefined)	-1.7	0.6	0.0	-10.0	-2.2	-6.2	2.9	-0.1	-3.1	6.3
Cc1ccccc1NC(=O)/C(C#N)=C/c1ccc[nH]1	-2.7	nt	1.7	4.4	2.7	-1.7	14.7	1.0	-9.0	10.6
CCC(OC(=O)c1ccco1)C(=O)NCc1ccc2c(c1)OCO2 (centres undefined)	-8.2	-1.6	-3.4	39.4	-11.2	-1.0	-4.4	0.8	3.0	4.8
CC(=O)Nc1cccc(C(=O)N/N=C/c2cccc(C)n2)c1	-2.0	-4.8	-2.9	-5.7	5.9	nt	-11.5	1.8	7.3	45.5*
COc1cccc(NC(=O)N2CCC(C(=O)Nc3ccc(C)cc3C)CC2)c1	0.1	-10.1	-11.1	37.4	2.1	-0.7	-1.0	-0.7	1.9	?
COC(=O)c1ccccc1N1C(=O)C2C(C1=O)[C@H]1C=C[C@@H]2C1 (some centres undefined)	2.7	-6.9	2.4	27.8	1.8	1.0	-6.8	-0.2	4.2	-4.9
CC1CN(S(=O)(=O)c2ccc(CN3C(=O)c4cccnc4C3=O)cc2)c2ccccc2O1 (centres undefined)	2.5	0.6	2.7	-14.6	-5.4	-20.3	6.6	-2.4	4.0	-0.6
CCCCOc1cccc(C(=O)Nc2ccc(S(=O)(=O)Nc3cc(C)on3)cc2)c1	10.5	-6.3	7.7	18.5	0.1	-19.3	3.9	-5.0	2.8	-21.9
COc1ccc(C)cc1NC(=O)CNC(C)C(=O)Nc1ccc(C(C)=O)cc1 (centres undefined)	3.8	-6.7	-10.2	31.9	5.0	-2.2	4.8	1.0	7.0	5.2
COC(=O)C1=C(C)NC(=O)NC1c1c(O)ccc2ccccc12 (centres undefined)	-1.8	2.2	-7.3	3.5	5.9	-5.7	-29.0	-1.8	2.0	14.5
C[C@H](CO)N1C[C@H](C)[C@@H](CN(C)C(=O)NC2CCCCC2)Oc2c(NC(=O)c3ccncc3)cccc2C1=O	nt	-1.2	-6.0	nt	5.9	-11.2	-3.1	-0.1	-8.4	-0.1
CCOc1ccc(N2CC(C(=O)NCc3nnnn3-c3ccc(C)c(C)c3)CC2=O)cc1 (centres undefined)	4.0	5.0	1.1	-17.2	2.0	-1.8	11.2	-0.5	2.3	0.5
COc1ccccc1CC(=O)N1CCN(S(=O)(=O)c2cccs2)CC1	-6.3	-7.5	2.1	-13.3	-15.5	-3.8	8.4	-0.1	11.5	15.5
Clc1ccc(OCCn2cnc3ccccc32)c(Cl)c1	2.0	-0.8	-3.9	13.3	-1.8	-12.8	7.4	-0.6	-4.9	-2.7
COc1cc(C(=O)NCc2ccc(-c3nc4ccccc4s3)cc2)cc(OC)c1OC	1.1	-16.0	-0.6	23.7	-3.6	-7.6	1.5	-1.7	4.3	-8.7
O=C(Nc1ccc(N2CCN(C(=O)c3ccccc3)CC2)cc1)c1ccc2c(c1)OCCO2	7.8	7.3	1.9	10.5	-2.3	5.7	2.3	-1.1	4.4	-7.6
O=S(=O)(Nc1ccc(Br)cc1)c1cccc(NS(=O)(=O)c2cccs2)c1	nt	nt	-3.5	nt	-1.7	-0.4	10.1	0.0	4.1	-2.1
COCCn1c(=O)[nH]c2cc(C(=O)N3CCN(c4cc(C)ccc4C)CC3)ccc2c1=O	2.9	-2.3	-0.6	17.1	3.1	-13.3	3.3	-0.2	-0.7	-0.7
O=C(Nc1cccc2ccccc12)NC1CCCc2ccccc21 (centres undefined)	-0.3	-17.1	5.8	-6.1	-8.1	-15.8	15.9	0.4	-3.2	-3.7
CCN(C(=O)CSc1cc(C)c2cccc(C)c2n1)C1CCS(=O)(=O)C1 (centres undefined)	7.1	-1.5	-2.7	12.9	0.6	-5.6	9.6	-0.6	-9.0	23.5
COc1ccc(CN2CCN(S(=O)(=O)c3ccccc3)CC2)c(OC)c1OC	nt	6.8	19.2	nt	3.8	-22.4	2.2	?	-2.2	?
O=C(CN1CCN(c2ccc(F)cc2)CC1)Nc1ccccc1	2.0	-3.5	-0.9	23.4	4.2	10.6	-15.6	1.5	11.8	5.2
CCc1n[nH]c(=S)n1/N=C/c1ccc(N(CC)CC)cc1	2.6	6.1	-0.6	15.5	5.2	nt	1.1	0.2	-0.5	-1.8
CCc1ccc(C(=O)C(C)OC(=O)c2cccc(S(=O)(=O)N3CCOCC3)c2)cc1 (centres undefined)	nt	5.9	-2.3	nt	2.5	-1.3	7.6	-2.3	2.2	0.1
COc1ccc(OCCN2CCC(C(=O)NC(c3ccc(OC)cc3)c3ccccn3)CC2)cc1 (centres undefined)	nt	nt	1.9	nt	nt	nt	3.8	-0.3	-15.3	-8.8
Fc1cc(Br)ccc1COc1ccc(-c2nnco2)cc1	1.9	1.2	-1.8	18.8	1.9	1.2	-8.1	2.1	-1.6	-3.0
O=C(NC(=S)NCCc1ccccn1)c1ccccc1	5.3	0.8	1.2	23.4	-2.9	6.7	-3.3	0.0	-0.1	-5.7
O=C(NCCSc1ccccn1)c1ccc(Cl)cc1Cl	1.2	3.1	-6.8	8.2	-2.0	-19.9	-5.1	0.1	6.5	-1.2
O=C(Nc1ccc(S(=O)(=O)Nc2nccs2)cc1)c1cc(-c2ccncc2)nc2ccccc12	-0.7	-9.3	-11.6	17.6	-1.4	3.5	0.6	-0.2	-7.2	-12.4
Cc1ccc(NC(=O)c2cc(N3CCOCC3)nc3ccccc23)cc1	0.2	10.4	-2.6	9.5	-11.3	-15.2	-19.8	0.9	-9.1	-12.2
CCC(=O)Nc1c(C#N)c2nc3ccccc3nc2n1C1CCCCC1	-1.5	-7.5	0.6	5.6	-2.7	-7.9	-6.9	3.5	1.4	15.1
Cc1ccc2oc(NC3=NC4(CCCC4)C4=C(CCCC4=O)N3)nc2c1	nt	nt	5.2	nt	nt	nt	4.3	-0.3	-5.2	-0.5
Nc1c(C(=O)NC2CC2)c2nc3ccccc3nc2n1-c1ccc2c(c1)OCO2	3.8	-9.7	1.9	3.0	7.9	-28.1	5.8	7.4	-16.0	-6.0
COCCn1nnnc1CN(Cc1ccco1)Cc1cc2cc3c(cc2[nH]c1=O)OCO3	1.0	-5.6	-0.4	21.4	-1.0	-14.6	-24.4	0.1	-1.6	-0.9

Screening data deposited in PubChem BioAssay by several laboratories.
